Bioassay records (PubChem BioAssay)
FEN1 inh: blocks human flap endonuclease 1. P39748. actives 0.35% (n = 390,000). Potency, µM (top dose mostly 114 µM), for the others: top-dose activity change, negative = inhibition, actives largely listed as inhibitors. Recombinant FEN1 flap cleavage, fluorescence, 15 min; further: nearly all actives have a fitted effect of over 65% in size
Target sequence (P39748 whole entry, looked up): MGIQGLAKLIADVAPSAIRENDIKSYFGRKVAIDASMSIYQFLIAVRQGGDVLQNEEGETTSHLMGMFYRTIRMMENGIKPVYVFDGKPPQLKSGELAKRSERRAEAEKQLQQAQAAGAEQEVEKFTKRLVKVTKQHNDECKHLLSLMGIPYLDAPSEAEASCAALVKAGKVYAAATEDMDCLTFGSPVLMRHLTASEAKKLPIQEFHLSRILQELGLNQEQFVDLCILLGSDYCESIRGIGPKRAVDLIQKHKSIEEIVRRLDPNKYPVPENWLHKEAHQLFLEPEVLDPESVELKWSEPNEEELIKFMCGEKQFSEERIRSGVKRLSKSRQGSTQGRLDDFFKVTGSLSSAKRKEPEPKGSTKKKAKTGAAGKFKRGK
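Recombinant FEN1 (10 nM) was preincubated with pin-transferred compounds for 15 min at room temperature, then flap DNA substrate (50 nM final) was added. Plates were read at 0 and 15 min, and normalized concentration–response data were fitted to a four-parameter Hill equation.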
DT40 TDP1 CPT: DT40-hTDP1 cell growth loss with CPT. actives 12% (n = 420,000). chicken DT40 Tdp1-/-;hTDP1 cells + 20 nM CPT, ATP luminescence, 48 h. AID 686979. Potency, µM (titrated, usually from 46.2 µM), for the others: at the top dose activity change, negative = growth inhibition, hits mostly inhibitors; further: nearly all actives have a fitted effect of over 55% in size
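Chicken DT40 Tdp1-/- cells stably complemented with human TDP1 were seeded at 400 cells/well in medium containing 20 nM camptothecin, exposed to pin-transferred compounds, and grown at 37 °C for at least 48 hr. Viability was read as ATP luminescence.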
N370S GC mod: inhibits or activates N370S mutant glucocerebrosidase; P04062; N370S GC spleen homogenate, 4MU-glucoside fluorescence; Potency, µM (highest dose often 59.4 µM), without a hit: at the top dose activity change, negative = inhibition, hits mostly inhibitors; actives 0.092% (n = 330,000);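 further: 0% = full enzyme activity and -100% = no enzyme basal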
The depositor's hits bear a star; u = inconclusive; x = no result given; [ ] = dose if it differs, or a comment. The call rests on the fitted dose curve; in most records, active means well fitted curve in the direction sought with a large enough effect; inconclusive means small, poorly fitted or top-dose-only effect, or another doubt; inactive means no such curve, though single readings can be large; an effect the other way counts as inactive or inconclusive. Unless noted, on the % scale 0 is the no-effect control and ±100 the full control effect; potency means the concentration at half of the fitted maximal effect.

SMILES | FEN1 inh | DT40 TDP1 CPT | N370S GC mod
COc1cccc(C(=O)Nc2cc(-c3cn4cccnc4n3)ccc2C)c1OC | -7.2% | u | x
CCOC(=O)c1[nH]c2ccc(F)cc2c1NC(=O)C(C)N1CCc2cc(OC)c(OC)cc2C1 (stereo not drawn) | -22.7% | u | -3.2%
N#Cc1c(-c2ccccc2)nc2n(c1=O)CCS2 | -13.2% | -9.7% | 3.4%
CC(C)C1=C2OC(N)=C(C#N)C(C#N)=C2C(C)CC1 (stereo not drawn) | -11.4% | -16.1% | u
Oc1ccc2ccccc2c1Br | -20.1% | u | 0.7%
CN1C(=O)C(Cl)(Cl)C(=O)c2ccccc21 | -11.1% | 14.6µM* | -4.6%
COC(=O)c1ccc2[nH]c(CO)c(-c3ccccc3)c2c1 | -9.9% | u | 3.3%
CCC(=NCc1ccco1)c1c(C(F)(F)F)[nH]n(-c2nc3ccccc3s2)c1=O | -1.8% | -13.0% | 6.2%
Cc1[nH]c2ccccc2c1Cc1n[nH]c(=S)n1C | -4.5% | 5.6% | 3.5%
CCOC(=O)CSc1nc(C(C)C)nc2ccccc12 | -5.8% | -6.3% | 9.2%
O=C(CSc1nnnn1C1CCCC1)Nc1cccc(NC(=O)c2ccco2)c1 | -13.3% | -29.0% | -4.4%
COc1ccc(CC(=O)Nc2ccc(S(=O)(=O)N3CCC(C)CC3)cc2)c(OC)c1 | -12.9% | u | x
CCCCCN1CSC(=S)N(Cc2ccccc2)C1 | -4.8% | 4.61µM* | 4.0%
COc1cc(OC)cc(C(=O)N2CCC(n3c(C)nc4cc(F)ccc43)CC2)c1 | 7.1% | -1.6% | -2.9%
CCCCCc1nnc(NC(=O)OCCC)s1 | -2.9% | -9.6% | 5.5%
CCOc1ccc(N(CC(=O)Nc2ccc(C)c(C)c2)S(=O)(=O)c2c(C)noc2C)cc1 | -2.4% | 9.2µM* | 4.5%
O=C(NCc1ccccc1Cl)c1ccc(-c2ccccc2)cc1 | -2.9% | -26.5% | 14.1%
Cc1ccc(NC(=O)CC(=O)Nc2ccc(C)cc2C)c(C)c1 | 0.0% | -11.3% | -5.5%
COc1ccc(C2(C)NC(=O)N(CC(=O)c3ccc4c(c3)OCO4)C2=O)cc1 (stereo not drawn) | 6.2% | -16.2% | -17.9%
CCNC(=S)Nc1scc(-c2ccccc2)c1C(=O)OCC | 11.3% | u | 14.1%
Cc1nnc(SCC(=O)Nc2sccc2C(N)=O)n1Cc1ccccc1 | -3.6% | -4.0% | -3.1%[2.35 µM]
NS(=O)(=O)c1ccc(CNC(=O)c2ccc(Cl)c(S(=O)(=O)NCc3ccccc3)c2)cc1 | -10.3% | 1.3% | x
O=c1c2c([N+](=O)[O-])cc([N+](=O)[O-])cc2sn1Cc1ccccc1 | u | 5.17µM* | -12.0%
CC(=O)Nc1ccc(S(=O)(=O)Nc2cc(C)c(-n3nc4ccccc4n3)cc2O)cc1 | -4.8% | u | -1.2%
COc1ccccc1NC(=O)C(CC(C)C)NC(=O)C1CCCCC1 (stereo not drawn) | -6.7% | -3.7% | 1.9%
CC(C)CCNC(=O)C1CCC(=O)N1C(C)C (stereo not drawn) | -0.5% | -6.3% | 1.9%
O=Cc1cn(CC(O)Cn2cc(C=O)c3ccccc32)c2ccccc12 | -9.6% | 0.6% | -10.9%
Cc1cc(C)n2c(SCC(=O)NC3CCCCC3C)nnc2n1 (stereo not drawn) | 2.0% | 8.5% | -1.5%
Cc1cccc(C)c1NC(=O)CCCSc1nnnn1C | -10.7% | 15.8% | -10.9%
COCCn1c(Sc2nc(C)cs2)nc2c1c(=O)[nH]c(=O)n2C | -8.2% | 8.3% | 3.9%
Cc1cc(C(=O)COC(=O)c2ccc(O)cc2)c(C)n1CC(F)(F)F | -11.6% | -0.6% | x
CCOc1cc(/C=C(/C#N)C(=O)Nc2ccc(O)cc2)cc(Br)c1O | -23.0% | 0.651µM* | -25.9%
COc1cccc(NC(=O)CN(C)C(=O)c2cc(-c3ccco3)nc3ccccc23)c1 | -22.8% | u | u
CC(=O)N[C@@H](Cc1c[nH]c2ccccc12)C(=O)NCCc1ccc(S(N)(=O)=O)cc1 | 0.9% | 30.1%[activator] | -9.3%
CCOC(=O)C1=C(C)C(c2ccccc2OC)NC(=S)N1 (stereo not drawn) | 4.9% | -1.6% | 10.1%
Cc1ccc(NC(=O)CN2C(=O)N/C(=C/c3ccc4c(c3)OCCO4)C2=O)cc1 | -10.1% | 13.0% | -4.4%
O=C1CN(C(=S)Nc2ccc(OC(F)F)cc2)CCN1 | -0.4% | 15.5% | 3.9%
CCOC(=O)c1c(C)n(C)c2cc(Br)c(OC)cc12 | -1.2% | -5.0% | 8.9%
O=C(Nc1ccccc1)c1ccc(S(=O)(=O)N(CCO)CCO)cc1 | -2.0% | 6.0% | -4.2%
O=C(NC1CCN(S(=O)(=O)c2ccc(F)cc2)CC1)C1CCCCC1 | -2.2% | 0.3% | 0.9%
Cc1ccccc1NCC(=O)N/N=C/c1c[nH]c2ccccc12 | -14.5% | -9.2% | 20.7%
C(=N\Nc1nc2ccccc2[nH]1)/c1ccncc1 | -20.4% | 2.3% | -1.1%
NC(=O)CN1CCN(S(=O)(=O)c2ccc(Cl)cc2)CC1 | 7.5% | 20.4% | 5.7%
CCN1C(=O)/C(=C2\SC(=S)N(NC(=O)c3cccnc3)C2=O)c2ccccc21 | -1.4% | -1.2% | -6.4%
COc1ccc(C(=O)N[C@H](C(=O)NCc2ccc(C)cc2)C(C)C)cc1 | 0.9% | -4.6% | -4.5%
COc1ccc(NC(=O)Cn2c(=O)n(Cc3ccccc3)c(=O)c3sc4ccccc4c32)cc1 | -13.5% | -22.2% | x
O=C(CCCOc1ccc(Br)cc1)NNC(=O)c1ccncc1 | 1.8% | -16.0% | -13.6%
CCCCNc1c(N2CCN(C(=O)OCC)CC2)c(=O)c1=O | -1.0% | -9.5% | -17.4%
COc1ccc(OC)c(CCNC(=O)Cn2ccc3cc(S(=O)(=O)N4CCCCC4)ccc32)c1 | 8.4% | u | x
Nc1nnc(Cc2ccccc2)s1 | 4.9% | -12.0% | 12.4%
Cc1cc(C(=O)COc2ccccc2[N+](=O)[O-])c(C)n1-c1cccc(S(=O)(=O)N2CCOCC2)c1 | -1.8% | 16.4µM* | 3.0%
CC(CC(=O)NCc1ccc(F)cc1)c1ccccc1 (stereo not drawn) | 2.9% | -1.3% | -6.8%
COCCCNC(=O)c1ccc(Cn2c(=O)c3ccccc3n(CC(N)=O)c2=O)cc1 | -5.0% | u | x
COc1ccc(S(=O)(=O)n2nc(C)c(S(=O)(=O)N3CCCCCC3)c2C)cc1OC | 6.1% | -22.6% | x
NC(=O)c1cnn2c(-c3cccc(C(F)(F)F)c3)ccnc12 | -0.7% | 5.9% | 7.6%
O=C(c1ccc(Br)cc1)N(Cc1cccs1)c1ccc(F)cc1 | 6.4% | -0.9% | x
COc1ccc(NC(=O)N2CCCC3(CCN(C(=O)c4ccc(OC)cc4)CC3)C2)cc1 | x | 4.2% | 1.2%
Cn1cnnc1SCC(=O)Nc1ccc(S(N)(=O)=O)cc1 | 0.0% | -1.4% | -1.0%
O=C(NCC1CCCO1)c1ccc(/C=N/O)nc1 (stereo not drawn) | 1.6% | u | 19.4%
Cc1cc(C)c(S(=O)(=O)N2CCN(C(=O)C(C)Cn3nc(C)nc3C)CC2)c(C)c1 (stereo not drawn) | -3.7% | 9.2% | 0.4%

The list goes on.
SMILES | FEN1 inh | DT40 TDP1 CPT | N370S GC mod
Cc1nc(N2CCOCC2)c2c(C(=O)N3CCN(c4ccccc4F)CC3)c(C)oc2n1 | 16.3% | 2.0% | x
CCOC(=O)C(CC(=O)O)N1CCCCC1 (stereo not drawn) | 8.8% | -1.2% | 5.3%
CC(=O)c1cccc(NC(=S)N2CCN(CCN3C(=O)c4cccc5cccc(c45)C3=O)CC2)c1 | 4.5% | u | 0.0%
Cc1ccc(-n2c(SCC(=O)O)nc3sc4c(c3c2=O)CC(C)(C)SC4)cc1 | 2.9% | -1.1% | x
COc1cc(OC)c(/C=N/NC(=O)c2ccc(NC(C)=O)cc2)cc1Br | 1.6% | 11.9% | 0.0%
CCc1cc2c(cc3c(=O)n(CC(=O)N4CCN(c5cc(Cl)ccc5C)CC4)nc(CC)n32)s1 | 5.1% | 5.1% | x
CCC1=NN2C(=N)/C(=C/c3cc(C)n(-c4ccccc4)c3C)C(=O)N=C2S1 | -6.5% | 2.3% | 7.2%
Cc1ccc(C(=O)Nc2cccc3ncccc23)cc1[N+](=O)[O-] | -19.6% | -22.8% | 13.1%
CC(NC(=O)c1ccc2nc(CCc3ccccc3)oc2c1)c1ccccc1 (stereo not drawn) | 16.3% | 20.6µM* | x
O=C1CCCC2=C1C(c1ccsc1)CC(=O)N2c1ccccc1 (stereo not drawn) | -1.7% | 6.7% | -2.8%
COc1cc(/C=N/NC(=O)CC2C(=O)NN=C2C)ccc1O (stereo not drawn) | 1.4% | 0.9% | 3.9%
O=C(Nc1ccc([N+](=O)[O-])cc1)C1CC1(c1ccccc1)c1ccccc1 (stereo not drawn) | 9.3% | u | -11.3%
CCCn1c(=NC(C)=O)c(C(=O)OCC)cc2c(=O)n3ccccc3nc21 | -11.2% | -16.3% | u
CCOC(=O)c1c(C)[nH]c(C)c1C(=O)CSc1nc2ccccc2[nH]1 | -2.4% | -72.6% | 25.1%
CC(C)COC(=O)C1C2C=CC3(CN(C4CCCC4)C(=O)C13)O2 (stereo not drawn) | 6.9% | 24.1% | 18.7%
Cc1cc(C)cc(OCC(=O)Nc2cc(C)on2)c1 | 16.2% | 22.0% | 1.7%
Cc1ccc(NC(=O)COC(=O)CNC(=O)c2ccc(C)s2)cc1 | 3.6% | 0.2% | -3.3%
COc1ccccc1NC(=O)c1sc2nc(-c3ccco3)ccc2c1N | -11.7% | -16.3% | -9.0%
CC(Nc1ccc2ccccc2c1)C(=O)N/N=C/c1ccncc1 (stereo not drawn) | -12.2% | -1.1% | x
CSCC[C@H](NC(=O)c1cccnc1)c1nnc2ccccn12 | 18.5% | 3.1% | -5.5%
CCOC(=O)c1c(C)[nH]c(C(=O)CN2C(=O)NC(C)(c3ccc4ccccc4c3)C2=O)c1C (stereo not drawn) | -10.0% | u | -8.3%
COCCCNC(=O)C1c2ccccc2Oc2ccccc21 | 24.3% | -1.8% | -3.2%
Cc1nc2sc3c(c2c(=O)o1)CCC3 | 6.6% | -23.0% | 5.3%
CCn1c(SCc2nc3ccccc3[nH]2)nnc1-c1cccnc1 | -3.0% | -16.1% | 4.3%
CC(=O)c1ccc(NC(=O)CSc2cn[nH]n2)cc1 | -1.4% | -3.1% | 0.2%
Cc1c(C(=O)N2CCC(C)CC2)c(S(=O)(=O)NCc2ccccc2)c(C)n1C | 0.5% | -1.3% | x
CCOC(=O)C1CCCN(C(=O)C2CCN(c3nnc(-n4cccc4)s3)CC2)C1 (stereo not drawn) | -2.7% | -2.3% | -0.3%
CCN(CC)c1ccc2cc(-c3nc(-c4cccs4)no3)c(=O)oc2c1 | -8.2% | u | x
Cc1cc(C(=O)Nc2cccc(O)c2)co1 | -7.0% | -5.3% | 5.7%
O=C(Nc1cccc(O)c1)c1cccc(S(=O)(=O)N2CCCC2)c1 | 3.8% | -6.0% | -0.8%

Of the compounds above, 6 have bromine:
SMILES | FEN1 inh | DT40 TDP1 CPT | N370S GC mod
Oc1ccc2ccccc2c1Br | -20.1% | u | 0.7%
CCOc1cc(/C=C(/C#N)C(=O)Nc2ccc(O)cc2)cc(Br)c1O | -23.0% | 0.651µM* | -25.9%
CCOC(=O)c1c(C)n(C)c2cc(Br)c(OC)cc12 | -1.2% | -5.0% | 8.9%
O=C(CCCOc1ccc(Br)cc1)NNC(=O)c1ccncc1 | 1.8% | -16.0% | -13.6%
O=C(c1ccc(Br)cc1)N(Cc1cccs1)c1ccc(F)cc1 | 6.4% | -0.9% | x
COc1cc(OC)c(/C=N/NC(=O)c2ccc(NC(C)=O)cc2)cc1Br | 1.6% | 11.9% | 0.0%

Continuation:
SMILES | FEN1 inh | DT40 TDP1 CPT | N370S GC mod
Nc1ccc(Cl)c(S(=O)(=O)Nc2ccccc2Cl)c1 | 6.1% | 2.7% | 1.7%
COC(=O)c1cc(NC(=O)c2sc3ncn(Cc4cccc(F)c4)c(=O)c3c2C)cc(C(=O)OC)c1 | -5.9% | -27.0% | x
O=C(CSCCO)Nc1cccc([N+](=O)[O-])c1 | 1.7% | u | 14.7%
O=C(O)CCCN1C(=O)C(=O)/C(=C(/O)c2ccc(Cl)cc2)C1c1ccccc1 (stereo not drawn) | 0.3% | -11.3% | -5.5%
Cc1ccc(-c2cc(C(=O)Nc3cccnc3)c3ccccc3n2)o1 | -22.0% | 16.4µM* | -16.1%

Only part of the results is shown; rates above refer to the full screens.
